Compound activity from PubChem BioAssay.
PMI inhibition – human PMI inhibitors, high substrate, primary screen, biochemical, fluorescence intensity, high mannose 6-phosphate (AID 1220); 190,000 tested, 0.66% active; recombinant PMI enzyme, coupled fluorescence intensity; higher % means a stronger effect; inhibition, % at 20 µM, or IC50 in µM where a hit was titrated
P. falciparum M17LAP – P. falciparum M17LAP inhibitors, primary screen, biochemical, fluorogenic H-Leu-NHMec substrate, 1536-well (AID 1619); recombinant M17LAP, H-Leu-NHMec fluorogenic kinetic assay; higher % means a stronger effect; one-dose inhibition, % at 30 µM; IC50 in µM for titrated hits; 220,000 tested, 0.38% active;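 active = compound inhibiting the enzyme by more than half at any dose during confirmatory dose-response retesting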;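 also: plate controls were full reaction with DMSO carrier for no effect and no enzyme background for full effect; strong numbers were not always called active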
Siah-1 displacement – Siah-1 peptide-binding antagonists, primary screen, biochemical, fluorescence polarization, rhodamine-plectin, uHTS (AID 1817); Siah-1 / rhodamine-plectin peptide fluorescence polarization; higher % means a stronger effect; displacement, % at 20 µM, or IC50 in µM where a hit was titrated; 290,000 tested, 0.02% active;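 active = displacement of at least 50% at 20 µM, with a fluorescence ratio check between 0.3 and a set limit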;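 also: plate controls were Siah plus tracer with DMSO for no effect and tracer alone without Siah for full effect; strong numbers were not always called active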
human PMI inhibition – MPI enzyme activity inhibition – biochemical, fluorescence intensity, coupled assay, primary screen (AID 1209). purified PMI enzyme, coupled fluorescence intensity; higher % means a stronger effect. inhibition, % at 20 µM, or IC50 in µM where a hit was titrated. 190,000 tested, 0.42% active;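 also: plate controls were DMSO vehicle for no effect and wells lacking substrate for full effect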
Dynein cargo inh – blocks dynein driven cargo transport along microtubules; 3617.4 mouse cells, GR-EGFP nuclear translocation imaging; test concentration mostly 20 µM; stimulated with dexamethasone, 1 µM; stronger effect = lower value; z-score, hits read low; 220,000 tested, 0.47% active; AID 1381;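 active = plate z-score of nuclear minus cytoplasmic receptor signal below a set negative limit, without overly bright fluorescence or cell loss, cut at about -3.5 in these data, passing the limit was not always enough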;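 also: z-score of nuclear minus cytoplasmic ring GR-EGFP intensity difference per well; some compounds called inactive have numbers as strong as hits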
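Buffer or medium: tet-free medium with charcoal-stripped serum / Also added: dexamethasone agonist, 1.0 µM final, for 30 min / Timing: induction 48 h, compound 1 h, agonist 30 min / Measured by: high-content fluorescence imaging after fixation / Read-out: nuclear-to-cytoplasmic GR-EGFP distribution per well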
LYP inhibition – PTPN22 lymphoid phosphatase activity blockers – biochemical, fluorescence intensity, uHTS (AID 1779); recombinant LYP phosphatase, fluorescence intensity; higher % means a stronger effect; inhibition, % at 11.5 µM, or IC50 in µM where a hit was titrated; 290,000 tested, 0.054% active;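 also: plate controls were vehicle with enzyme for no effect and no enzyme for full effect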
M1AAP inhibition – P. falciparum M1AAP inhibitors, biochemical, fluorogenic H-Leu-NHMec substrate, 1536-well (AID 1445); inhibition, % at 30 µM, or IC50 in µM where a hit was titrated; 220,000 tested, 0.42% active; recombinant M1AAP, H-Leu-NHMec fluorogenic kinetic assay; higher % means a stronger effect;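 active = primary inhibition above the hit cutoff, then over 50% inhibition at one or more dose response concentrations, cut at about 23% in these data, passing the limit was not always enough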;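 also: plate controls were DMSO full reaction for no effect and no enzyme background for full effect; strong numbers were not always called active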
AID2073 – inhibitors of Mint1-CaV2.2 protein interaction, biochemical, HTRF (AID 2073); HTRF protein-protein interaction, Mint1-CaV2.2; higher % means a stronger effect; 290,000 tested, 0.19% active; inhibition, % at 20 µM, or IC50 in µM where a hit was titrated; in the data active = inhibition mostly above about 51%, no sharp cut-off; also: some results filed as inactive read as strong as hits
XIAP antagonists – XIAP antagonists, biochemical, IAP family, fluorescence polarization (AID 1018); XIAP BIR domain, fluorescence polarization peptide displacement; higher % means a stronger effect; displacement, % at 20 µM; hits with a dose series show IC50 in µM; 200,000 tested, 0.007% active; in the data active = displacement above about 50%; also: a part of the inactive calls stands beside numbers as strong as those of hits
Dynein cargo inh cytoplasmic EGFP – second read-out of Dynein cargo inh, no call of its own (marks repeat the call); z-score; measured here: cytoplasmic GR-EGFP intensity; stronger effect = higher value
Dynein cargo inh nuclear GR-EGFP – recorded beside Dynein cargo inh, whose call it bears; z-score; measured here: nuclear GR-EGFP intensity;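 lower value marks the stronger effect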
Dynein cargo inh cell count – further read-out of Dynein cargo inh, marked with its call; z-score; measured here: cell count per field
Active calls of the source: *; / = not tested or not shown. Rule as the data show it, unless noted: active = inhibition above about 50%; inactive = the rest.

PMI inhibition,P. falciparum M17LAP,Siah-1 displacement,human PMI inhibition,Dynein cargo inh,Dynein cargo inh cytoplasmic EGFP,Dynein cargo inh nuclear GR-EGFP,Dynein cargo inh cell count,LYP inhibition,M1AAP inhibition,AID2073,XIAP antagonists,canonical_smiles
42%,1%,-4%,14%,1.8,-0.21,-0.4,-0.036,-8%,9%,-8%,0.5%,Cc1nc(N)sc1-c1csc(NCc2ccccc2)n1
9%,2%,2%,12%,-1.3,-0.21,-0.42,0.59,-2%,0%,-2%,0.0%,CC(=O)Nc1cccc(NC(=O)c2oc3ccccc3c2C)c1
-3%,1%,-4%,-4%,-0.54,-0.29,-0.28,0.21,-7%,3%,-2%,-4.0%,CCNC(=O)NC(=O)C(C)OC(=O)C1CCN(S(=O)(=O)c2ccc(C)c(C)c2)CC1 (stereo unspecified)
17%,11%,5%,11%,-0.12,-0.29,0.26,-0.79,-5%,2%,0%,-0.9%,CCOC(=O)c1c(=O)n(O)c2ccc(C)cc2[n+]1[O-]
22%,-8%,-2%,-4%,0.98,0.021,0.97,-1.5,-4%,7%,4%,-3.9%,O=C(CCCc1c[nH]c2ccccc12)N1CCN(c2ccc(N3CCOCC3)nn2)CC1
-14%,0%,2%,-7%,0.082,0.051,0.034,-1.6,5%,38%,4%,-0.9%,O=C(CSCC(=O)Nc1ccccc1)N/N=C/c1c(O)ccc2ccccc12
/,1%,-2%,/,-0.56,-0.23,-0.51,0.81,0%,12%,13%,/,S=C(N/N=C/c1cccs1)NC1CC2CCC1C2 (stereo unspecified)
2%,-18%,6%,-4%,-0.38,-0.15,-0.21,-0.25,-5%,13%,-1%,14%,Cc1noc(NS(=O)(=O)c2ccc(NC(=O)CCN3C(=O)c4ccccc4C3=O)cc2)c1C
-8%,23%,0%,-4%,0.82,-0.099,0.52,-1.4,-10%,4%,14%,-7.5%,Clc1ccc(C2=NN=C3COc4ccccc4N3C2)cc1
-7%,-6%,1%,-7%,-0.44,-0.1,0.0084,0.45,2%,4%,0%,-1.3%,Cc1csc(NC(=O)CCC(=O)N(CC(=O)NC2CCCC2)Cc2ccco2)n1
21%,5%,-2%,6%,-0.093,-0.26,-0.19,0.076,-3%,14%,9%,-4.2%,O=C(O)COc1ccc2nsnc2c1Cl
11%,0%,1%,11%,-0.27,0.055,0.34,1.4,-6%,3%,3%,-7.8%,O=C(CCc1nc2ccccc2c(=O)[nH]1)OCCOc1ccc(Cl)cc1
-7%,1%,1%,-3%,-0.13,-0.31,0.46,-0.36,-8%,-5%,11%,-4.1%,COc1ccc(NC(=O)NC2CCCCC2C)cc1 (stereo unspecified)
6%,1%,0%,19%,-0.16,-0.24,-0.066,-0.15,0%,1%,0%,-9.4%,Cc1[nH]c(=S)sc1Cc1ccc(Cl)c(Cl)c1
-5%,5%,1%,-5%,0.6,-0.27,0.7,-0.098,3%,5%,6%,-0.8%,O=C(COC(=O)c1ccccc1)Nc1cccc(S(=O)(=O)N2CCOCC2)c1
/,8%,-8%,/,-0.2,-0.7,-0.42,-0.099,2%,0%,8%,/,COc1ccc(-n2c(/C=C3\C(=O)N(C)c4ccccc43)nc3ccccc3c2=O)cc1
8%,55%,-3%,11%,-0.29,-0.24,0.082,-0.072,-2%,3%,-4%,-3.4%,O=C(O)C1CCCCC1C(=O)Nc1ccc(Cl)cc1 (stereo unspecified)
9%,14%,-2%,7%,-0.23,-0.15,-0.14,0.84,-8%,9%,8%,-4.9%,COc1cc(NC(=O)C(C)C)ccc1NC(=O)c1ccco1
18%,18%,4%,19%,0.085,-0.15,0.29,0.1,-5%,-4%,5%,-9.8%,CCN1CCN(Cc2ccc(NC(=O)Nc3ccccc3Cl)cc2)CC1
4%,2%,-4%,-5%,-0.37,-0.2,-0.29,0.31,-16%,-4%,-2%,1.5%,CC(C)(NO)/C(=N/O)c1cccs1
-4%,11%,0%,9%,-0.59,-0.2,-0.024,0.84,-4%,6%,-4%,-7.6%,CCOC(=O)c1c(C)c(C(=O)NC2CCCCCC2)c(C)n1C
-3%,10%,4%,8%,-0.16,-0.1,-0.11,-0.53,9%,7%,19%,-5.3%,CC(=C/c1ccccc1)/C=N/NC(=O)c1cc(C)oc1C
2%,5%,1%,2%,-0.32,-0.22,-0.0025,0.41,-7%,7%,0%,-2.6%,COc1ccc(-c2nn(-c3ccccc3)cc2C(=O)NCCCn2ccnc2)cc1
-12%,-5%,6%,1%,-0.036,-0.33,0.1,0.33,1%,0%,-4%,-6.5%,Cc1nc(C)c(-c2csc(NCc3ccco3)n2)s1
20%,5%,2%,21%,0.93,-0.19,0.16,-0.47,13%,0%,8%,-1.7%,O=C(COc1ccc2ccccc2c1)N1c2ccccc2Sc2ccccc21
11%,-5%,3%,11%,0.024,-0.19,-0.07,0.82,1%,8%,0%,-5.5%,COc1ccc(CC(=O)Nc2ccc(OC)c(NC(=O)c3ccco3)c2)cc1
/,11%,-2%,20%,-0.36,-0.082,-0.48,0.51,-7%,2%,56%,-5.7%,CCOC(=O)c1nn(-c2ccccc2C)c(=O)c2c(N)scc12
5%,9%,1%,17%,-0.3,-0.36,0.11,0.96,8%,1%,19%,-7.7%,N#Cc1nc(COc2ccccc2Cl)oc1N1CCCCCC1
20%,-2%,-2%,15%,-0.77,-0.25,-0.11,0.71,3%,7%,-7%,-2.1%,COC(=O)c1cn(NC(=O)C2CCCCC2)c(=O)c2ccccc12
7%,9%,4%,5%,-1.1,0.059,-0.31,0.54,-8%,-3%,-2%,-2.1%,CCOC(=O)CCP(=O)(O)C(O)(c1ccccc1)c1ccccc1
/,-7%,-2%,/,-0.82,-0.22,-0.4,0.084,0%,-3%,-12%,/,O=C(CN1CCN(Cc2ccccc2)CC1)N/N=C/c1ccc(Br)s1
/,-1%,1%,/,0.34,-0.09,0.34,0.23,5%,13%,-15%,/,CC1=NN(c2ccccc2)C(=O)/C1=C\c1cc(C)n(-c2cccnc2)c1C
9%,-4%,-1%,10%,-0.62,-0.29,-0.17,1.8,1%,3%,20%,-0.3%,CCN(CC)S(=O)(=O)c1cc(NC(=O)Cn2cnc3ccccc3c2=O)ccc1C
-2%,-3%,10%,-6%,1.2,-0.4,-0.13,-0.029,-2%,3%,-12%,-7.1%,CCOC(=O)N1CCN(C(=O)c2ccc(OC)c(S(=O)(=O)N3CCOCC3)c2)CC1
0%,1%,-3%,3%,0.24,-0.22,0.63,-1.3,-3%,4%,-15%,-6.5%,CCCC(=O)NC(NC(=S)Nc1ccc(S(N)(=O)=O)cc1)C(Cl)(Cl)Cl (stereo unspecified)
-9%,1%,-4%,-8%,-0.58,-0.27,-1.1,0.89,-2%,-1%,4%,-5.7%,CCN(CC)CCOC(=O)C1c2ccccc2Oc2ccccc21

Eight entries from above, ordered by SMILES length, lowest first:
PMI inhibition,P. falciparum M17LAP,Siah-1 displacement,human PMI inhibition,Dynein cargo inh,Dynein cargo inh cytoplasmic EGFP,Dynein cargo inh nuclear GR-EGFP,Dynein cargo inh cell count,LYP inhibition,M1AAP inhibition,AID2073,XIAP antagonists,canonical_smiles
4%,2%,-4%,-5%,-0.37,-0.2,-0.29,0.31,-16%,-4%,-2%,1.5%,CC(C)(NO)/C(=N/O)c1cccs1
-7%,1%,1%,-3%,-0.13,-0.31,0.46,-0.36,-8%,-5%,11%,-4.1%,COc1ccc(NC(=O)NC2CCCCC2C)cc1 (stereo unspecified)
-12%,-5%,6%,1%,-0.036,-0.33,0.1,0.33,1%,0%,-4%,-6.5%,Cc1nc(C)c(-c2csc(NCc3ccco3)n2)s1
5%,9%,1%,17%,-0.3,-0.36,0.11,0.96,8%,1%,19%,-7.7%,N#Cc1nc(COc2ccccc2Cl)oc1N1CCCCCC1
9%,14%,-2%,7%,-0.23,-0.15,-0.14,0.84,-8%,9%,8%,-4.9%,COc1cc(NC(=O)C(C)C)ccc1NC(=O)c1ccco1
-14%,0%,2%,-7%,0.082,0.051,0.034,-1.6,5%,38%,4%,-0.9%,O=C(CSCC(=O)Nc1ccccc1)N/N=C/c1c(O)ccc2ccccc12
9%,-4%,-1%,10%,-0.62,-0.29,-0.17,1.8,1%,3%,20%,-0.3%,CCN(CC)S(=O)(=O)c1cc(NC(=O)Cn2cnc3ccccc3c2=O)ccc1C
22%,-8%,-2%,-4%,0.98,0.021,0.97,-1.5,-4%,7%,4%,-3.9%,O=C(CCCc1c[nH]c2ccccc12)N1CCN(c2ccc(N3CCOCC3)nn2)CC1

(next part)
PMI inhibition,P. falciparum M17LAP,Siah-1 displacement,human PMI inhibition,Dynein cargo inh,Dynein cargo inh cytoplasmic EGFP,Dynein cargo inh nuclear GR-EGFP,Dynein cargo inh cell count,LYP inhibition,M1AAP inhibition,AID2073,XIAP antagonists,canonical_smiles
/,-7%,15%,/,0.35,-0.25,-0.24,0.084,-6%,-1%,9%,/,Cc1c(-c2ccc(Cl)cc2)[n+](=O)c2c(n1[O-])CCCC2
0%,-19%,7%,1%,1.2,-0.16,-0.53,-0.49,-8%,0%,40%,-1.4%,CCOC(=O)CN(c1ccccn1)S(=O)(=O)c1ccccc1
-10%,-1%,-5%,-29%,0.56,-0.16,0.34,0.12,-6%,0%,2%,-13%,CCOC(=O)c1cnc2nc(C)nn2c1N
/,12%,-2%,/,-0.4,-0.28,-0.23,0.63,-6%,-3%,-9%,/,COc1ccc(OCc2nc(-c3ccc(F)c(F)c3)cs2)cc1
13%,6%,1%,6%,0.096,-0.32,0.067,-0.44,-10%,8%,4%,-4.0%,O=C(COC(=O)c1cc[n+]([O-])cc1)Nc1ccc2c(c1)OCCO2
2%,11%,1%,4%,0.3,0.055,0.34,-0.13,4%,6%,-3%,-3.3%,CCOC(=O)C1(CC2CCCCO2)CCN(S(=O)(=O)c2ccc(C)s2)CC1 (stereo unspecified)
4%,3%,-1%,8%,0.73,-0.25,0.77,-0.78,2%,9%,-2%,-0.5%,CCOc1ccc(N=Cc2c(O)n(-c3cccc(C)n3)c(=O)c3ccccc23)cc1
/,1%,3%,/,-0.92,-0.77,-0.37,0.47,-7%,2%,8%,/,C=C1CCN(C(C(=O)OC)C(C)C)S(=O)(=O)c2ccc(F)cc21 (stereo unspecified)
2%,11%,4%,11%,0.53,0.22,0.35,-0.14,-1%,-5%,11%,0.7%,Cc1cccc(OCc2nc(-c3ccccn3)n[nH]2)c1
/,15%,8%,/,0.83,-0.7,0.55,-1.2,0%,7%,10%,/,CCC(=O)N1CCC2(CC1)Oc1ccc(Cl)cc1C(=O)C21CC(c2ccc(Cl)cc2)=NO1 (stereo unspecified)

No enrichment for hits (roughly 2.1% active in at least one column).
